FXN GAA850 act = increases GAA850 frataxin promoter reporter activity; activation, % at 6 µM; 360,000 tested, 0.56% active; HEK293 lucGAA850 FXN promoter luciferase reporter, 24 h; percent of 10 µM SAHA response;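 active = activation above the average of all compounds screened plus 3 SD, cutoff fixed separately per campaign, cut at about 7.5% in these data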;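 note: 0% = DMSO wells and 100% = 10 µM SAHA wells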
hgDAF12 agonist = activates the H. glycines DAF-12 receptor ligand-binding domain. HEK293 GAL4-hgDAF12 UAS-luciferase reporter, agonist luminescence; normalized to butyrate control. AID 687014. activation, % at 6.8 µM. 370,000 tested, 1.8% active;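 active = activation above a cutoff set at the mean of all screened compounds plus 3 SD, cut at about 10% in these data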;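 note: 0% = DMSO wells and 100% = sodium butyrate wells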
NPR1 activator = GC-A (human) enzyme activation; P16066; HEK293 GC-A cells, cGMP TR-FRET, EC30 ANP; 0% at EC30 ANP, 100% saturating ANP; activation, % at 10 µM; 370,000 tested, 0.14% active; in the data active = activation above about 40%
ADAM17 inh = inhibits human ADAM17. P78536. recombinant ADAM17, EDANS/DABCYL FRET peptide cleavage. inhibition, % at 6.95 µM. 370,000 tested, 0.83% active. AID 720648;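 active = inhibition above the mean of compounds lying between control limits plus 3 SD, set per campaign, cut at about 8.5% in these data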;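 note: 0% = DMSO-only wells as the low control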
Target sequence (P78536 215-824 limits assumed): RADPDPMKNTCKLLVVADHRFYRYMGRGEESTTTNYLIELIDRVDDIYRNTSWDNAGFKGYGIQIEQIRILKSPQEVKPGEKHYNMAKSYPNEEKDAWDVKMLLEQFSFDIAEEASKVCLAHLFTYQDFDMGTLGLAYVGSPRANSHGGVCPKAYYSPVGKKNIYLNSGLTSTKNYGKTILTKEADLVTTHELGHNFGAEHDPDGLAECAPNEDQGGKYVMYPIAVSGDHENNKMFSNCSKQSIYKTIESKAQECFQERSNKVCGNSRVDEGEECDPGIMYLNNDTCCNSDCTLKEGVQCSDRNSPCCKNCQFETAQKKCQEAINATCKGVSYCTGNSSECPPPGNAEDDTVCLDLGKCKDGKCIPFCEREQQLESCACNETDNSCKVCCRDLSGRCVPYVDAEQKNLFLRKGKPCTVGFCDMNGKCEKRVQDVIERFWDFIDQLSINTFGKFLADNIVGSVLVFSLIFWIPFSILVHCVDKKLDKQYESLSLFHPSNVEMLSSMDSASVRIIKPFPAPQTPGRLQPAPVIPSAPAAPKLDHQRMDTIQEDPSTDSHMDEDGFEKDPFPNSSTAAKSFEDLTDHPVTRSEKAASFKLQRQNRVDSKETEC
ssDAF-12 act = activators of S. stercoralis DAF-12 nuclear receptor. HEK293 ssDAF-12/GRIP1 lit1-tk-luc reporter, luminescence; % of 3 µM dafachronic acid response. activation, % at 6.8 µM. 370,000 tested, 1% active;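 active = activation above the mean over all tested compounds plus 3 SD, cut at about 0.9% in these data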;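 note: 0% = DMSO-only wells and 100% = 3 µM delta7-dafachronic acid wells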
DAX1 inh-1 = inhibitors of DAX1 repression of SF-1 activated StAR promoter; HEK293T StAR-luciferase reporter, SF-1/DAX-1 repression relief; inhibition, % at 6.8 µM; 370,000 tested, 1.1% active; AID 652010;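 active = inhibition above the mean over all tested compounds plus 3 SD, cut at about 3.6% in these data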;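 note: 0% = DAX-1 cells with DMSO and 100% = cells lacking DAX-1 with DMSO; higher inhibition means more luminescence from relief of DAX-1 repression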
ADAM10 inh = ADAM10 inhibition, QFRET primary screen; O14672; recombinant ADAM10, EDANS/DABCYL FRET peptide cleavage, 3 h; inhibition, % at 7 µM; 370,000 tested, 0.62% active; AID 720582;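 active = inhibition above a per-campaign cutoff equal to the mean of compounds falling between control-based bounds plus 3 SD, cut at about 20% in these data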;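 note: 0% = DMSO wells while the 100% control is not disclosed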
hcDAF-12 act = H. contortus DAF-12 activation, primary screen; 370,000 tested, 1.4% active; HEK293 hcDAF-12 lit1-tk-luc reporter, luminescence; 0% DMSO, 100% Δ7-dafachronic acid; AID 652067; activation, % at 6.8 µM;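 active = activation above the mean of all tested compounds plus 3 SD, cut at about 5.5% in these data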;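 note: 100% = response to 3 µM Δ7-dafachronic acid high control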
SMARCA2 activ = SMARCA2 function activation, primary screen | MG213 cells, MMTV-luciferase reporter, dexamethasone, overnight | activation, % at 9.1 µM | 370,000 tested, 1% active | AID 652017; in the data active = activation above about 7.8%;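 note: 0% = vehicle wells and 100% = reference activator wells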
PG9 Ab binder = small molecules binding HIV-1 gp120 antibody PG9; TR-FRET gp120-PG9 antibody binding; inhibition, % at 6.7 µM; 360,000 tested, 0.43% active; AID 624416; in the data active = inhibition above about 8.5%
DAX1 inh-2 = inhibitors of human orphan nuclear receptor DAX1 (NR0B1) | P51843 | HEK293 Gal4-DAX1 luciferase reporter, luminescence | inhibition, % at 6.75 µM | 340,000 tested, 0.99% active | AID 504766;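 active = inhibition above the mean over all tested compounds plus 3 SD, cut at about 4.2% in these data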;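 note: 0% = DAX1-transfected cells with DMSO and 100% = empty-vector control cells with DMSO; inhibition shows as a rise in luminescence from relieved DAX1 repression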
Target sequence (P51843 207-470 limits assumed): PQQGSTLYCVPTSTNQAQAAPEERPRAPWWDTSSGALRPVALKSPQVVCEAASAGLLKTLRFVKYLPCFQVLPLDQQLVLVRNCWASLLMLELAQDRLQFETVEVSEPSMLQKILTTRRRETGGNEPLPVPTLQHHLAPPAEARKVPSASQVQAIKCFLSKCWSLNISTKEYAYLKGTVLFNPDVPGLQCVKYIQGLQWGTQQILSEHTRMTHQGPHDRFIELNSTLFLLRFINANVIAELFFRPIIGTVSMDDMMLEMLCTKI
* hit, by the source's call; . = not tested or not shown.

SMILES	FXN GAA850 act	hgDAF12 agonist	NPR1 activator	ADAM17 inh	ssDAF-12 act	DAX1 inh-1	ADAM10 inh	hcDAF-12 act	SMARCA2 activ	PG9 Ab binder	DAX1 inh-2
O=C(NCc1cccnc1)c1cc(C2CCCN(C(=O)CCCc3ccccc3)C2)on1 (stereo not given)	0.6	-3.2	-6	3	-0.7	-1.4	-9	-2.7	-3	-0.3	.
COc1ccc(Nc2cc(=O)n(-c3ccccc3)c3c2c(=O)n(C)c(=O)n3C)cc1	0.4	-1.8	3	2	-0.9	0.3	-1	0.6	3	1.2	.
CCOc1ccc(-c2nnc(NC(=O)Cc3ccc(OC)cc3)o2)cc1	-1.1	2.6	1	0	-0.8	-0.2	1	1.4	-1	-2.0	-0.7
O=C(Cc1c(Cl)cccc1Cl)OCC(=O)N1CCN(C(=O)c2ccco2)CC1	0.2	1.6	-3	-5	-1.9	-0.1	2	2.9	0	3.3	-0.6
O=C(Nc1ccc(Br)c(Cl)c1)c1ccco1	5.2	11*	-1	6	-0.1	0.7	14	3.8	0	0.3	3.5
Cc1cc(OC(=O)c2cccc([N+](=O)[O-])c2)c(C)cc1CN1CCOCC1	1.4	-0.9	2	3	-0.9	-0.8	8	-1.9	-1	0.1	-0.1
CCc1c(O)nc(SCC(=O)N(CC)CC)[nH]c1=O	0.0	-1.6	-4	-6	-1.4	0.2	-4	-1.3	-5	2.6	-0.4
CCN1CCN(c2ccc(S(=O)(=O)N3CCCCC3)cc2NC(=O)CCNC(C)=O)CC1	1.8	-4.0	-3	-6	-0.5	0.0	-2	0.9	-1	2.0	0.2
CCOc1ccc(NC(=O)CCSc2nc3c(c(CC)c2C#N)C(=O)CC(C)(C)C3)cc1	0.1	-0.7	-4	-2	-1.1	0.3	9	-1.4	0	-0.3	0.4
O=C(Nc1ccc(N2CCN(C(=O)c3ccco3)CC2)c(Cl)c1)c1cccs1	-1.0	-0.8	-1	-1	-1.3	-0.2	-4	1.1	-1	-0.5	-1.9
CSCCC(=O)N1CCCC(CO)(CCCc2ccccc2)C1 (stereo not given)	1.0	2.5	0	-4	-1.7	0.0	3	-0.1	-2	0.3	0.1
COc1ccc(Oc2c(C)oc3c(CN4CCOCC4)c(O)ccc3c2=O)cc1	3.3	0.8	2	-66	-1.1	-0.1	-208	-1.2	0	0.7	0.9
O=C(Nc1ccc(F)cc1F)N1CCCCC1c1cccnc1 (stereo not given)	-1.3	-1.6	2	-3	-0.8	0.7	4	0.3	1	4.3	1.8
Cc1cc(C)nc(NS(=O)(=O)c2ccc(NC(=S)NC(=O)c3ccco3)cc2)n1	5.3	-2.9	1	0	0.4	1.0	4	0.4	-5	-3.7	1.1
Cc1nc(N2CCN(C(=O)COc3ccccc3C)CC2)c2c3c(sc2n1)CCCC3	.	-5.6	-7	-6	-3.3	.	-11	-6.8	.	.	.
O=C(NCc1ccccc1Cl)C(=O)c1cn(CC(=O)N2CCOCC2)c2ccccc12	1.9	1.8	0	1	-1.1	-0.2	1	-0.9	-3	-0.3	0.2
COc1ccc(CC(=O)OCCc2cc3cc(OC)c(OC)cc3c(=O)o2)cc1	0.9	2.5	-3	-3	-1.3	0.6	-19	-2.0	0	-0.1	-0.1
Cc1ccc(/C(O)=C2\C(=O)C(=O)N(CCN(C)C)C2c2ccccc2F)cc1 (stereo not given)	0.8	-0.8	1	2	-1.3	-0.7	5	-1.2	0	5.0	4.6*
CN(C)C(CNS(=O)(=O)c1ccc(Cl)cc1F)c1ccco1 (stereo not given)	-0.3	-0.6	-3	0	-1.5	0.4	-5	0.4	0	1.1	0.2
N#Cc1ccc(CSCC(=O)NN=C2CCCC2)cc1	0.1	2.9	1	2	-1.3	0.0	-1	-1.1	-4	-3.1	-0.1
COc1ccc2[nH]c3c(c2c1)CCN1C(=O)C(CC(=O)NCCCn2ccnc2)C[C@H](C(=O)N2CCOCC2)[C@@]31CCC1CCCC1 (stereo not given in full)	0.2	-4.8	3	-2	-0.9	-0.7	-8	-0.7	-2	0.8	-0.9
C[C@H](NC(=O)CC[C@H]1O[C@@H](n2ccc(=O)[nH]c2=O)[C@H](O)[C@@H]1O)c1cccc2ccccc12	.	0.7	0	0	-1.1	0.4	0	-1.9	-3	-0.3	.
NC(=O)COC(=O)c1ccc(C(=O)C(=O)c2ccccc2)cc1	3.9	-1.5	-3	-6	-1.1	0.2	-19	-1.1	-1	-1.6	.
CN1CCN(C(=O)/C(=C/c2ccccc2F)NC(=O)c2ccccc2)CC1	1.3	-1.6	0	7	-0.9	0.4	3	0.8	-4	-2.3	0.3
O=C(CCNC(=O)c1ccccc1Cl)Nc1ccc(Cl)c(C(F)(F)F)c1	1.6	-3.8	-3	6	-1.5	-0.2	13	-2.6	-3	0.2	-1.1

Remaining list, next part:
SMILES	FXN GAA850 act	hgDAF12 agonist	NPR1 activator	ADAM17 inh	ssDAF-12 act	DAX1 inh-1	ADAM10 inh	hcDAF-12 act	SMARCA2 activ	PG9 Ab binder	DAX1 inh-2
C[C@@H]1Cc2cc(O)c(O)c(O)c2C(=O)O1	.	0.0	-3	-3	-0.6	-0.3	2	1.1	-1	.	.
Clc1ccc(-c2nnc(-c3ccccc3)nc2-c2c[nH]c3ccccc23)cc1	0.7	6.0	-2	0	1.6*	0.0	9	4.3	1	-0.3	0.6
CC(=O)N1C(C)(C)CC(=NOC(=O)c2ccccc2)CC1(C)C	-0.2	-2.9	-3	1	-1.4	-0.3	4	-0.9	2	-0.5	-0.6
Cc1ccc(CC(=O)Nc2ccc(S(=O)(=O)N3CCOCC3)cc2)cc1C	1.9	-2.9	-2	1	-0.4	-0.1	9	-2.0	3	-1.6	-1.4
CC(=O)c1ccc(OCC(O)CN2CCN(CCO)CC2)cc1 (stereo not given)	0.9	3.9	6	-1	-1.0	0.7	-3	1.1	3	-1.1	-0.9
CCc1ccc(NC(=O)CSc2ccc(-c3ccccn3)nn2)cc1	-0.4	-1.5	0	1	-1.6	-3.2	-2	-1.3	-1	4.0	-1.3
CCOc1ccc(NN=C(C(=O)OC)C(=O)OC)c([N+](=O)[O-])c1	-0.8	0.4	-4	-7	-1.7	-0.6	-2	-0.5	-3	-1.1	-1.7
CCCOc1ccc(NC(=O)OC2CCN(C)CC2)cc1	1.0	4.2	4	-4	-0.9	-0.3	-8	1.8	-2	0.4	0.5
CCN1CCN(C(=O)C(C)Oc2ccc(S(=O)(=O)N3CCCC3)cc2C(N)=O)CC1 (stereo not given)	0.7	1.4	3	-7	-1.5	2.2	-7	-1.5	-2	-0.6	1.5
CCc1n[nH]c(=S)n1/N=C/c1ccc(-c2ccc(Br)cc2)o1	1.6	2.1	6	-6	-1.4	0.4	-10	0.2	2	-0.3	1.9
CCn1cc(C(=O)O)c(=O)c2cc(F)c(N3CCN(C(=S)Nc4ccccc4OC)CC3)cc21	0.6	1.2	1	-17	-1.0	-0.9	-56	0.4	-1	-1.3	-0.1
O=[N+]([O-])c1cc(Cl)cc(/C=N\Nc2ccccn2)c1O	-2.1	1.1	-5	-1	-0.3	0.6	3	-0.3	-1	-1.9	-1.5
Cc1cc(C(=O)Nc2ccc(Cl)cc2)c2ccccc2n1	1.6	2.1	6	3	-0.7	-0.5	-3	-0.1	-4	-2.7	3.2
CN(CC#Cc1ccccc1)C(N)=NC(=O)/C=C/c1cccc(C(F)(F)F)c1	.	-3.0	-2	-3	-1.6	-0.1	-2	-2.2	-3	.	.
CCn1cc([C@@H]2C[C@H]3CN(Cc4cccc(Cl)c4)C(=O)[C@]34CCCN24)cn1	0.3	-2.4	-1	1	-0.9	0.0	-5	-1.5	0	-0.1	.
CCC(NC(=O)Nc1nccs1)(C(F)(F)F)C(F)(F)F	-0.8	2.3	8	-7	0.2	-0.1	4	0.6	0	-1.1	-0.6
C[C@H]1CN([C@@H](C)CO)C(=O)CCCn2cc(nn2)CO[C@@H]1CN(C)S(=O)(=O)c1ccc2ccccc2c1	1.1	0.6	1	-6	-1.9	0.3	0	2.2	-3	-2.7	0.3
CCOc1ccc(NC(=O)CN(c2ccc(OC)c(OC)c2)S(=O)(=O)c2ccc(C)cc2)cc1	1.8	-1.6	2	3	-1.6	0.2	2	-1.4	-4	-0.3	3.8
Cc1ccsc1C(=O)N1CCC1(C)C(=O)NCc1cccnc1 (stereo not given)	-1.3	0.7	1	1	-1.6	0.7	-4	-1.5	-2	-1.8	.
COc1ccc(OC)c(C(=O)NC(CC(N)=O)c2ccc(N3CCN(c4ccc(F)cc4)CC3)c([N+](=O)[O-])c2)c1 (stereo not given)	-0.1	0.1	-1	-2	-1.1	-0.7	4	-1.0	0	-0.7	0.2
CC1(NC(=O)NCc2ccco2)CCS(=O)(=O)C1 (stereo not given)	-2.6	-0.6	1	-2	0.3	-0.3	-1	0.8	2	-1.6	2.2

Shown with values under each structure: 7 of the compounds above.
Order of results: FXN GAA850 act	hgDAF12 agonist	NPR1 activator	ADAM17 inh	ssDAF-12 act	DAX1 inh-1	ADAM10 inh	hcDAF-12 act	SMARCA2 activ	PG9 Ab binder	DAX1 inh-2
- CC(=O)N1C(C)(C)CC(=NOC(=O)c2ccccc2)CC1(C)C
    -0.2	-2.9	-3	1	-1.4	-0.3	4	-0.9	2	-0.5	-0.6
- Cc1ccc(CC(=O)Nc2ccc(S(=O)(=O)N3CCOCC3)cc2)cc1C
    1.9	-2.9	-2	1	-0.4	-0.1	9	-2.0	3	-1.6	-1.4
- CC(=O)c1ccc(OCC(O)CN2CCN(CCO)CC2)cc1 (stereo not given)
    0.9	3.9	6	-1	-1.0	0.7	-3	1.1	3	-1.1	-0.9
- CCc1ccc(NC(=O)CSc2ccc(-c3ccccn3)nn2)cc1
    -0.4	-1.5	0	1	-1.6	-3.2	-2	-1.3	-1	4.0	-1.3
- CCOc1ccc(NN=C(C(=O)OC)C(=O)OC)c([N+](=O)[O-])c1
    -0.8	0.4	-4	-7	-1.7	-0.6	-2	-0.5	-3	-1.1	-1.7
- CCCOc1ccc(NC(=O)OC2CCN(C)CC2)cc1
    1.0	4.2	4	-4	-0.9	-0.3	-8	1.8	-2	0.4	0.5
- CCN1CCN(C(=O)C(C)Oc2ccc(S(=O)(=O)N3CCCC3)cc2C(N)=O)CC1 (stereo not given)
    0.7	1.4	3	-7	-1.5	2.2	-7	-1.5	-2	-0.6	1.5
